SR-BI uptake up: activators of SR-BI mediated DiI-HDL uptake, primary screen, ldlA[mSR-BI] CHO cells, DiI fluorescence; 3 h; 100 = double the neutral-control signal; activation, % at 12.5 µM; 320,000 compounds, 0.096% hits;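 active = mean replicate activation of at least 60% and every replicate at or above 60%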;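 also: 0% = median plate neutral-control signal and 100% = twice that signal; values of inactives mirror those of a sister screen read the other way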
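System: LDL receptor-deficient CHO ldlA cells overexpressing murine SR-BI | Timing: 3 h uptake period with compound, 37 °C | Medium: HEPES-buffered (25 mM, pH 7.4) F12 plus 0.5% BSA | Dosing: Single-point compound dose | Signal: Bottom-read fluorescence, 550/595 nm | Read-out: Retained DiI signal reflecting DiI-HDL uptake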
RTF Ca sens inh: cardiac RTF calcium sensitivity inhibitors, primary screen, biochemical, IANBD-TnC fluorescence, EC70 calcium | IANBD-labeled cardiac RTF, Ca2+ fluorescence | inhibition, % at 7.15 µM | Troponin I, cardiac muscle (Homo sapiens) + Troponin T, cardiac muscle (Homo sapiens) + … | 340,000 compounds, 0.12% hits;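 active = inhibition above the mean inhibition of all tested compounds plus 3 SD, cut at about 17% in these data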;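 also: assay run at fixed EC70 calcium of 1.6 mM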
Rtt109 HAT inh: inhibitors of C. albicans Rtt109/Vps75 HAT, primary screen, biochemical, ThioGlo CoA-SH fluorescence, plate reader; inhibition, % at 34.9 µM; Histone acetyltransferase RTT109 (Candida albicans (strain SC5314 / ATCC MYA-2876)), …; 330,000 compounds, 0.16% hits; purified Rtt109/Vps75, 4 h;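 active = inhibition of at least 50% in every replicate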
Target sequence (Q5AAJ8 whole entry, looked up): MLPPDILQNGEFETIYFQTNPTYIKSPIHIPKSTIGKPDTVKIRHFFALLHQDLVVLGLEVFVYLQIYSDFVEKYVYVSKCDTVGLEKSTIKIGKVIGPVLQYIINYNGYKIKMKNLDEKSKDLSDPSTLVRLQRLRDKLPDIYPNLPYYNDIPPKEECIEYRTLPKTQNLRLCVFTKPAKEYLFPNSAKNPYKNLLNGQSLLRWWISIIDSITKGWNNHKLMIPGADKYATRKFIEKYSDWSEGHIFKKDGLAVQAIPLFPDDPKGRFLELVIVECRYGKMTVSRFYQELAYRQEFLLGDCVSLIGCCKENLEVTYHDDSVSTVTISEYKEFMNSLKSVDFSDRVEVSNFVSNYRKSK
PKA-R2B act: activators of PKA-R2B holoenzyme, primary screen, biochemical, fluorescence polarization, Cy5-IP20, human | cAMP-dependent protein kinase catalytic subunit beta (Homo sapiens) + cAMP-dependent … | PKA-R2B holoenzyme dissociation; R2B truncated from residue 108, S112A mutant; 0% DMSO only, 100% 113 µM cGMP | activation, % at 11.4 µM | 340,000 compounds, 0.079% hits | AID 504700, 2011;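 active = activation above a cutoff set at the mean over all compounds plus 3 SD, cut at about 18% in these data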;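 also: higher means more holoenzyme dissociation and a rise in polarization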
cardiac RTF act: cardiac RTF calcium sensitivity activators, primary screen, biochemical, IANBD-TnC fluorescence, EC20 calcium; Troponin I, cardiac muscle (Homo sapiens) + Troponin T, cardiac muscle (Homo sapiens) + …; IANBD-labeled TnC RTF fluorescence at EC20 calcium; 0% EC20 calcium, 100% full calcium; activation, % at 7.2 µM; 340,000 compounds, 0.24% hits;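 active = activation above the mean over all tested compounds plus 3 SD, cut at about 30% in these data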;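 also: rise in fluorescence read as greater calcium sensitivity of cardiac thin filaments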
CAL PDZ FP-1: untagged CAL PDZ binding inhibitors, primary screen, biochemical, fluorescence polarization, HTS; AID 602252, 2012; Golgi-associated PDZ and coiled-coil motif-containing protein (Homo sapiens), Q9HD26; purified CAL PDZ, TMR-peptide fluorescence polarization, 1 h; 300,000 compounds, 0.92% hits; inhibition, % at 24.9 µM;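 active = mean inhibition of at least 30% with at least half of replicates also reaching 30%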;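 also: 0% = DMSO neutral control and 100% = excess unlabeled competitor peptide PRC23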
LANA DNA inh: inhibitors of KSHV C-LANA binding to DNA, primary screen, biochemical, fluorescence polarization, FAM-LBS DNA, MBP-C-LANA, single point. inhibition, % at 9 µM. 340,000 compounds, 0.078% hits;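 active = highest replicate inhibition at or above 60% at 9 µM, even if other replicates fall short; inactive = all replicates below 60% inhibition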;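 also: 0% = neutral control wells and 100% = 4 µM acridine orange control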
DAGLB inhibitor: DAGLB lipase inhibitors, primary screen, biochemical, fluorescence, HTS; AID 504411, 2011; Diacylglycerol lipase-beta (Homo sapiens), Q8NCG7; 340,000 compounds, 0.059% hits; HEK293T DAGLB membrane lysate, EnzChek fluorogenic substrate; inhibition, % at 5.17 µM; in the data active = inhibition above about 34%;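 also: 0% = enzyme with vehicle and 100% = wells lacking enzyme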
Keap1-Nrf2 PPI: Keap1-Nrf2 protein-protein interaction inhibitors, primary screen, biochemical, fluorescence polarization, single point | inhibition, % at 9.4 µM | Keap1 Kelch-Nrf2 peptide fluorescence polarization, 1536-well | 340,000 compounds, 0.15% hits | Kelch-like ECH-associated protein 1 (Homo sapiens), Q14145 | AID 504523, 2011; in the data active = inhibition above about 12%;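 also: human Keap1 Kelch domain with fluorescein labeled Nrf2 9mer peptide probe; 0% = neutral control wells and 100% = peptide positive control; higher means more block of Keap1 binding to Nrf2 peptide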
Target sequence (Q14145 whole entry, looked up, the tested form may be a part): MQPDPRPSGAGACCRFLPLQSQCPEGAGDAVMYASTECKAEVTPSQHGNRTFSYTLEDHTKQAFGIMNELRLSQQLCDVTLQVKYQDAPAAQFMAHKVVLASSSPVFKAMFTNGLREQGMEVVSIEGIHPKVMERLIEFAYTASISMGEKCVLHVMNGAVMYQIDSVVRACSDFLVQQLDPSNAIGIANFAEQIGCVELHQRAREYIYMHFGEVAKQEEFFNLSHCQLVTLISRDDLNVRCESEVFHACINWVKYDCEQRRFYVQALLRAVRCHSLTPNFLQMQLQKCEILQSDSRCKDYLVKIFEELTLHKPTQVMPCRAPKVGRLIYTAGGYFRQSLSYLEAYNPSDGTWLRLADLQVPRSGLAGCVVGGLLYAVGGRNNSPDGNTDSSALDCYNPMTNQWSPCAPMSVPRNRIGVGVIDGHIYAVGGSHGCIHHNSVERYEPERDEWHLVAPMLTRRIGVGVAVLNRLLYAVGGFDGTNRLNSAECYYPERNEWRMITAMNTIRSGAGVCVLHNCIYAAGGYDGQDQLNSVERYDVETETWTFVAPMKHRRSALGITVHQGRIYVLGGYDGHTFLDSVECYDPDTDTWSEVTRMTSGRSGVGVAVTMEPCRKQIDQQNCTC
CAL PDZ FP-2: CAL PDZ peptide-binding inhibitors, primary screen, biochemical, fluorescence polarization, Cer-tagged CAL PDZ, HTS | Golgi-associated PDZ and coiled-coil motif-containing protein (Homo sapiens), Q9HD26 | inhibition, % at 20 µM | AID 504414, 2011 | purified CAL PDZ, TMR-peptide fluorescence polarization, 1 h | 330,000 compounds, 0.02% hits;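 active = highest replicate inhibition of at least 40%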;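 also: plate controls were DMSO neutral control wells for no effect and unlabeled competitor peptide control wells for full effect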
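Read-out basis: mP drop reported as inhibition | Assay system: Tagged CAL PDZ protein CerCALP, purified | Benchmarks: Unlabelled peptide for full inhibition, DMSO wells as neutral | Schedule: 1 h incubation at room temperature before polarization reading | Buffer or medium: Sodium phosphate/NaCl buffer pH 7.4 with TCEP, IgG, Thesit | Doses: Single point, 20 µM | Measured by: Fluorescence polarization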
* hit, by the source's call.

Results for O=[N+]([O-])c1cccc(S(=O)(=O)Nc2ccc(S(=O)(=O)N3CCCC3)cc2)c1 ?
SR-BI uptake up: 8.7; RTF Ca sens inh: -10.1; Rtt109 HAT inh: -2.2; PKA-R2B act: 13.8; cardiac RTF act: -1.4; LANA DNA inh: 0.4; DAGLB inhibitor: 2.6; Keap1-Nrf2 PPI: -4.3; CAL PDZ FP-2: 1.2

Results for CC(C)CC(C)NC(=O)c1ccc(C(F)(F)F)cc1 (centres undefined) ?
SR-BI uptake up: 20.6; RTF Ca sens inh: 1.2; Rtt109 HAT inh: -15.1; PKA-R2B act: -8.8; cardiac RTF act: 4.7; CAL PDZ FP-1: -18.5; LANA DNA inh: 0.2; DAGLB inhibitor: -1.1; Keap1-Nrf2 PPI: 4.3; CAL PDZ FP-2: -0.6

Results for CC1CC(C)CN(CCOCCSc2ccccc2)C1 (centres undefined) ?
SR-BI uptake up: 11.3; RTF Ca sens inh: 0.1; Rtt109 HAT inh: 3.0; PKA-R2B act: -17.9; cardiac RTF act: 19.1; CAL PDZ FP-1: -0.2; LANA DNA inh: 2.3; DAGLB inhibitor: -1.0; Keap1-Nrf2 PPI: -5.4; CAL PDZ FP-2: -0.5

What do the screens show for `CCCCNc1ccc(C(CC(N)=O)NC(=O)Cc2ccc(Br)cc2)cc1[N+](=O)[O-]` (centres undefined)?
SR-BI uptake up: 19.3; RTF Ca sens inh: -2.6; Rtt109 HAT inh: -9.8; PKA-R2B act: -1.9; cardiac RTF act: 0.1; CAL PDZ FP-1: 1.1; LANA DNA inh: 1.9; DAGLB inhibitor: 5.3; Keap1-Nrf2 PPI: 2.6; CAL PDZ FP-2: 0.1

What do the screens show for `CCSc1nnc(NC(=O)CSc2nc(C)cc(C)n2)s1`?
SR-BI uptake up: 16.8; RTF Ca sens inh: 6.1; Rtt109 HAT inh: 2.9; PKA-R2B act: 0.2; cardiac RTF act: -0.6; CAL PDZ FP-1: -3.7; LANA DNA inh: 6.8; DAGLB inhibitor: -1.5; Keap1-Nrf2 PPI: -0.9

How did O=C(Nc1cc(Cl)cc(Cl)c1)N1CCN(C(=O)C2CCCO2)CC1 (centres undefined) do in these assays?
SR-BI uptake up: 4.7; RTF Ca sens inh: 1.2; Rtt109 HAT inh: 6.1; PKA-R2B act: -0.2; cardiac RTF act: 0.2; CAL PDZ FP-1: 3.8; LANA DNA inh: -1.2; DAGLB inhibitor: -2.7; Keap1-Nrf2 PPI: -1.8; CAL PDZ FP-2: -2.6

Results for CSc1nc(-c2ccc(F)cc2)cc(=O)[nH]1 ?
SR-BI uptake up: 3.2; RTF Ca sens inh: 8.9; Rtt109 HAT inh: -6.1; PKA-R2B act: 8.5; cardiac RTF act: 0.2; CAL PDZ FP-1: -4.1; LANA DNA inh: 0.4; DAGLB inhibitor: 3.8; Keap1-Nrf2 PPI: -1.9; CAL PDZ FP-2: -0.2

How did O=C(CSc1nc(O)cc(=O)n1-c1ccc(Cl)c(Cl)c1)Nc1ccc(Cl)cc1Cl do in these assays?
SR-BI uptake up: -37.6; RTF Ca sens inh: -7.0; Rtt109 HAT inh: 4.3; PKA-R2B act: 2.5; cardiac RTF act: 3.1; CAL PDZ FP-1: -5.6; LANA DNA inh: -0.8; DAGLB inhibitor: 8.7; Keap1-Nrf2 PPI: -15.9; CAL PDZ FP-2: -4.2

Results for c1ccc(CCN(Cc2ccccc2)Cc2nc(C3CC3)no2)cc1 ?
SR-BI uptake up: 9.9; RTF Ca sens inh: 2.7; PKA-R2B act: -11.0; cardiac RTF act: -2.7; CAL PDZ FP-1: -7.4; LANA DNA inh: -0.1; DAGLB inhibitor: -7.5; Keap1-Nrf2 PPI: 7.3; CAL PDZ FP-2: -0.8

How did C/C(=N\Nc1nc2c(s1)CCCC2)c1ccc(Cl)cc1 do in these assays?
SR-BI uptake up: -71.0; RTF Ca sens inh: -2.7; Rtt109 HAT inh: -9.1; PKA-R2B act: -4.0; cardiac RTF act: -6.2; CAL PDZ FP-1: -2.5; LANA DNA inh: 59.2; DAGLB inhibitor: -1.3; Keap1-Nrf2 PPI: -0.9; CAL PDZ FP-2: -0.7

Results for CC1(C)CC(NS(=O)(=O)c2ccc(C(C)(C)C)cc2)CC(C)(C)N1 ?
SR-BI uptake up: 22.5; RTF Ca sens inh: -4.7; Rtt109 HAT inh: -3.7; PKA-R2B act: 2.1; cardiac RTF act: -1.8; CAL PDZ FP-1: -1.2; LANA DNA inh: 3.5; DAGLB inhibitor: -4.4; Keap1-Nrf2 PPI: -0.9; CAL PDZ FP-2: -2.1

Results for CCOc1ccc(-n2c(C)cc(/C=C3/C(=N)N4C(=NC3=O)SN=C4S(C)(=O)=O)c2C)cc1 ?
SR-BI uptake up: -13.7; RTF Ca sens inh: -8.6; Rtt109 HAT inh: 17.5; PKA-R2B act: -6.8; cardiac RTF act: -2.9; CAL PDZ FP-1: -7.0; LANA DNA inh: 1.7; DAGLB inhibitor: 5.8; Keap1-Nrf2 PPI: -0.7; CAL PDZ FP-2: -3.5

Results for COc1cccc(NC(=O)c2ccccc2-c2ccccc2)c1 ?
SR-BI uptake up: 6.6; RTF Ca sens inh: 5.1; Rtt109 HAT inh: -0.5; PKA-R2B act: -5.4; cardiac RTF act: 0.4; CAL PDZ FP-1: -0.8; LANA DNA inh: 2.0; DAGLB inhibitor: -3.0; Keap1-Nrf2 PPI: 1.0; CAL PDZ FP-2: -0.3

How did COc1ccc(NC(=O)C2CC(c3ccc(OC)c(OC)c3)=NO2)cc1OC (centres undefined) do in these assays?
SR-BI uptake up: -30.5; RTF Ca sens inh: -3.1; Rtt109 HAT inh: 8.4; PKA-R2B act: 8.9; cardiac RTF act: 6.2; CAL PDZ FP-1: 0.5; LANA DNA inh: 0.4; DAGLB inhibitor: -0.6; Keap1-Nrf2 PPI: -3.7

Results for CCCn1c2ccc(C)cc2c2nnc(SCCN3CCOCC3)nc21 ?
SR-BI uptake up: 8.9; RTF Ca sens inh: -2.5; Rtt109 HAT inh: -12.4; PKA-R2B act: -11.3; cardiac RTF act: -3.7; CAL PDZ FP-1: -4.6; LANA DNA inh: -3.8; DAGLB inhibitor: -3.1; Keap1-Nrf2 PPI: -6.1; CAL PDZ FP-2: -2.4

Results for Cc1noc(C)c1C(=O)OCC(=O)NCCC1=CCCCC1 ?
SR-BI uptake up: 7.1; RTF Ca sens inh: 1.8; Rtt109 HAT inh: 10.3; PKA-R2B act: 0.4; cardiac RTF act: 0.7; CAL PDZ FP-1: -0.7; LANA DNA inh: 0.2; DAGLB inhibitor: -0.2; Keap1-Nrf2 PPI: -8.0; CAL PDZ FP-2: 0.2

How did O=C(NNc1cccc(Cl)n1)C(F)(F)F do in these assays?
SR-BI uptake up: -5.0; RTF Ca sens inh: 1.4; Rtt109 HAT inh: -4.6; PKA-R2B act: -4.5; cardiac RTF act: 11.4; CAL PDZ FP-1: -0.1; LANA DNA inh: -2.0; DAGLB inhibitor: 0.7; Keap1-Nrf2 PPI: -4.3; CAL PDZ FP-2: -1.2

Results for CS(=O)(=O)NN1C(=O)c2ccccc2NC1c1cccs1 (centres undefined) ?
SR-BI uptake up: -3.2; RTF Ca sens inh: -16.0; Rtt109 HAT inh: -5.1; PKA-R2B act: 0.9; cardiac RTF act: 13.5; CAL PDZ FP-1: -6.4; LANA DNA inh: 0.1; DAGLB inhibitor: 1.1; Keap1-Nrf2 PPI: -4.1; CAL PDZ FP-2: -0.1

What do the screens show for `COC(=O)c1ccc(NS(=O)(=O)c2cccc3cccnc23)cc1`?
SR-BI uptake up: 8.7; RTF Ca sens inh: -10.0; Rtt109 HAT inh: -1.3; PKA-R2B act: -14.0; cardiac RTF act: -1.0; CAL PDZ FP-1: 22.1; LANA DNA inh: 0.2; DAGLB inhibitor: -1.1; Keap1-Nrf2 PPI: -4.9; CAL PDZ FP-2: 0.3

Results for Cc1ccccc1Cn1cc(NC(=O)c2noc3c2CC(C(C)(C)C)CC3)cn1 (centres undefined) ?
SR-BI uptake up: -27.2; RTF Ca sens inh: -0.1; Rtt109 HAT inh: 26.1; PKA-R2B act: -8.4; cardiac RTF act: 3.5; CAL PDZ FP-1: -2.4; LANA DNA inh: -0.7; DAGLB inhibitor: -4.5; Keap1-Nrf2 PPI: -8.4; CAL PDZ FP-2: -2.4

Results for CC(=O)Nc1ccc(-c2ccc3nnc(C)n3n2)cc1 ?
SR-BI uptake up: 8.6; RTF Ca sens inh: 4.2; Rtt109 HAT inh: 0.5; PKA-R2B act: -1.6; cardiac RTF act: 3.7; CAL PDZ FP-1: -8.7; LANA DNA inh: -1.6; DAGLB inhibitor: -0.2; Keap1-Nrf2 PPI: -0.9; CAL PDZ FP-2: 0.8

How did COC(=O)c1ccc(C2C(C(=O)c3cc4ccccc4o3)=C(O)C(=O)N2CCCN(C)C)cc1 (centres undefined) do in these assays?
SR-BI uptake up: 14.9; RTF Ca sens inh: -2.0; Rtt109 HAT inh: 9.0; PKA-R2B act: -4.3; cardiac RTF act: -2.3; LANA DNA inh: 0.3; DAGLB inhibitor: -0.9; Keap1-Nrf2 PPI: -2.6; CAL PDZ FP-2: -1.0

How did Cc1ccccc1Nc1cc(C(=O)NCC2CCCO2)c2ccccc2n1 (centres undefined) do in these assays?
SR-BI uptake up: -40.4; RTF Ca sens inh: -10.8; Rtt109 HAT inh: -6.4; PKA-R2B act: 0.3; cardiac RTF act: 4.2; CAL PDZ FP-1: 4.9; LANA DNA inh: -1.7; DAGLB inhibitor: -2.5; Keap1-Nrf2 PPI: 1.5; CAL PDZ FP-2: 0.4

Source: PubChem BioAssay
